From PubChem
RmlC RmlD mix: inhibitors of RmlC and RmlD coupled enzymes | inhibition, % at 5.5 µM | 0.39% of 110,000 active | RmlC/RmlD coupled enzyme inhibition, 384-well mixture HTS | AID 1532; in the data active means inhibition above about 30%, passing the limit was not always enough; further: strong numbers were not always called active
HIV RNase H inh: inhibitors of HIV-1 reverse transcriptase RNase H; P04585; RT-RNase H RNA/DNA duplex cleavage, fluorescence; inhibition, % at 10 µM; 1.9% of 65,000 active; in the data active means inhibition above about 50%
The depositor's hits bear a star; . = no result given. These rows are one share of the data; the hit share may differ from the screen's.

SMILES	RmlC RmlD mix	HIV RNase H inh
Clc1ccc(COC(Cn2ccnc2)c2ccc(Cl)cc2Cl)cc1 (stereo unspecified)	-5.3	-50.0
COc1ccc(C(C(=O)NC2CCCCC2)N(Cc2cccs2)C(=O)Cc2c[nH]c3ccccc23)cc1 (stereo unspecified)	3.2	.
COc1ccccc1N(CN1C(=O)c2ccccc2C1=O)C(=O)c1cccnc1	-0.6	0.0
COCCNC(=O)CN(C(=O)Cn1nnc2ccccc21)c1ccc(F)c(Cl)c1	-7.7	1.2
COc1c(O)ccc2c1-c1c3c(cc4c1C(C2)N(C)CC4)OCO3 (stereo unspecified)	4.0	.
Cc1ccc(C(=O)O)cc1S(=O)(=O)N1CCOCC1	-11.8	-9.7
CCCCOc1ccc(C(=O)OC(C)CN(C)C)cc1 (stereo unspecified)	.	-10.8
O=c1oc2ccccc2n1CSc1nc2ccccc2s1	-4.2	-50.0
COC(=O)Cc1c(C)nc2nc(-c3ccc(C)cc3)[nH]n2c1=O	-10.4	.
N#C/C(=C\c1ccccc1)C(=O)NC(=O)Oc1ccccc1	42.6	.
CCN(CC)CCCN1C(=O)C(O)=C(C(=O)c2cc3cccc(OC)c3o2)C1c1ccncc1 (stereo unspecified)	-4.7	-8.6
COc1ccccc1NC(=O)Cn1nnc(-c2ccccc2NC(=O)c2cccs2)n1	-2.0	19.7
OC(COc1ccc2cc(Br)ccc2c1)CN1CCN(c2ccccn2)CC1 (stereo unspecified)	27.5	0.8
Cc1cccc(NC(NC(=O)c2cccnc2)C(Cl)(Cl)Cl)c1 (stereo unspecified)	13.6	.
Cc1c(C)[n+](=O)c(-c2ccc(F)cc2)c(C)n1[O-]	8.1	-6.0
COc1ccc(CN(C(=O)CN2C(=O)COc3ccccc32)C2CCCC2)c(OC)c1	31.1	-1.3
CC(Sc1c[nH]c2ccccc12)C(=O)O (stereo unspecified)	-11.7	.
O=C1C2ON(c3ccccc3)C(c3cccnc3)C2C(=O)N1c1ccc(Cl)c(Cl)c1 (stereo unspecified)	8.0	-0.5
CCCCCOC(=O)Nc1ccc(S(=O)(=O)Nn2cnnc2)cc1	8.6	-17.1
Cc1c(O)ccc(C(=O)COc2ccccc2F)c1O	-11.3	-10.3
CSCCC1NC2(C(=O)Nc3c2ccc(Cl)c3C)[C@@H]2C(=O)N(C3CCCC3)C(=O)[C@H]12 (stereo partly specified)	-10.2	6.2
COCCNC(=O)/C(C#N)=C/c1ccc(-c2ccc(OC)cc2[N+](=O)[O-])o1	17.8	.
Oc1c(C(c2ccccc2)N2CCCCC2)sc2ncnn12 (stereo unspecified)	8.8	-0.7
CC(=O)Nc1nc2ccc(NC(=O)c3ccco3)cc2s1	-8.5	.
O=c1oc2ccccc2c2c1ncn2-c1ccccc1	13.1	-16.9
CCOC(=O)Cc1cc(=O)n2[nH]c(C)c(-c3ccc(OC)cc3)c2n1	4.2	-0.3
CCOC(=O)C(C)Sc1nc2c(c(=O)[nH]c(=O)n2C)n1CCc1ccccc1 (stereo unspecified)	17.0	-6.6
Cc1ccc(NC(=O)Cn2nnc(C(=O)Nc3ccc(C)c(C)c3)c2N)cc1	-17.5	67.4*
CCOC(=O)CSc1nnc(CNc2cccc(Cl)c2)n1-c1ccccc1	-7.1	-0.1
Cc1ccc(S(=O)(=O)NC(C)C(=O)Nc2ccc(C(N)=O)cc2)cc1 (stereo unspecified)	-10.3	-4.7
O=C(Nc1sc2c(c1C(=O)O)CCC2)c1cccs1	.	-1.0
Cc1cccc(NC(=S)NNC(=O)c2nn(C)cc2Cl)c1	-9.3	.
Cc1ccc(-n2[nH]c(C)c(/C=C3/C=Nc4ccccc43)c2=O)cc1C	9.3	.
COc1ccc(NC(=O)c2ccc(COc3ccccc3)o2)cc1	59.4	.
CCCC(C)NC1=NCCCCC1 (stereo unspecified)	10.4	.
COc1ccc(CNC(=O)CCCCCn2c(SCC#N)nc3cc4c(cc3c2=O)OCO4)cc1	5.7	56.5*
CS(=O)(=O)Nc1ccc(-c2n[nH]c(=S)n2-c2ccccc2)cc1	31.1	48.0
O=C(c1ccccc1[N+](=O)[O-])N1CCC(Cc2ccccc2)CC1	-6.0	.
Fc1ccccc1COc1ccccc1CNCc1ccncc1	-11.1	.
COc1ccc(OCCSc2ncn[nH]2)cc1	-0.9	.
COc1cc2oc3ccc(C#Cc4ccc(N)cc4)cc3c(=O)c2cc1OC	-63.3	.
CC(C)N(CCNC(=O)C1CCN(S(=O)(=O)N2CCOCC2)CC1)Cc1ccccc1	.	0.7
c1ccc2sc(N3CN(CCN4CCOCC4)CN(c4nc5ccccc5s4)C3)nc2c1	31.5	-43.0
COCCN1C(=O)C(O)=C(C(C)=O)C1c1ccc(OC)c(OC)c1 (stereo unspecified)	8.4	-0.2
CON(c1nc(N(C)C)nc(N(C)C)n1)S(=O)(=O)c1ccccc1Cl	-5.7	.
Cc1cc(C)cc(OCC(=O)Nc2ccc(N3CCCC3)cc2)c1	27.8	19.4
CC1Cc2ccccc2N1CC(=O)NC(=O)NCc1ccco1 (stereo unspecified)	-5.6	-4.5
Cc1ccc(C(=O)c2cc([N+](=O)[O-])ccc2N2CCN(C)CC2)cc1	4.5	.
O=C(CN(Cc1ccco1)C(=O)c1cc(=O)[nH]c2ccccc12)Nc1ccccc1C(F)(F)F	-2.7	0.1
O=C(C1CC(c2cccc(Br)c2)=NO1)N1CCc2ccccc2C1 (stereo unspecified)	7.9	.
CCOc1ccc(OCCCCN(C)C)cc1	-47.8	-1.2
Cc1nc2ccccc2c(=O)n1-c1ccccc1C(F)(F)F	-9.0	.
O=C(NCc1ccco1)C(c1ccccc1F)N(CC1CCCO1)C(=O)Cn1nnc2ccccc21 (stereo unspecified)	13.2	-5.5
CC(=O)c1ccc(N(C(=O)Cc2c[nH]c3ccccc23)C(C(=O)NC2CCCCC2)c2cccs2)cc1 (stereo unspecified)	5.0	.
Cc1c2c(n3c(nc4ccccc43)c1C#N)N(Cc1cccnc1)CC2	.	-6.5
COC(=O)c1cc(C(=O)OC)cc(N2C(=O)CC(N3CCN(c4ccccc4)CC3)C2=O)c1 (stereo unspecified)	-4.8	1.5
Cc1nn(-c2ccc(F)cc2)c2sc(C(=O)OC3CCOC3=O)cc12 (stereo unspecified)	47.4*	-29.1
Cc1ccc2cc(CN(CC3CCCO3)C(=O)c3ccco3)c(=O)[nH]c2c1C (stereo unspecified)	.	-5.4
CCn1c(SCC(=O)Nc2nc3ccccc3s2)nc2c(c1=O)SC(C)C2 (stereo unspecified)	5.0	-7.0
COC(=O)C1CCN(C(c2cc(OC)c(OC)c(OC)c2)c2sc3nc(C)nn3c2O)CC1 (stereo unspecified)	-10.8	1.4

Later entries.
SMILES	RmlC RmlD mix	HIV RNase H inh
COc1ccc(CNC(=O)c2cc3c(=O)n4ccccc4nc3n(CC3CCCO3)c2=N)cc1 (stereo unspecified)	-12.4	-18.1
COc1ccccc1NC(=S)N1CCC(c2nc3cc(C)c(C)cc3[nH]2)CC1	10.9	.
CCCS(=O)(=O)N1CCCC(C(=O)NCCCN2CCN(c3ccccc3F)CC2)C1 (stereo unspecified)	.	-14.0
Cc1ccc(-c2ccc(CCC(=O)O)n2CC(=O)O)cc1	-3.4	5.3
CC(=O)N1N=C(c2cccc([N+](=O)[O-])c2)OC1c1ccc(Cl)cc1Cl (stereo unspecified)	5.1	.
C/C(=N\Nc1ccc([N+](=O)[O-])cc1)c1cccc(N)c1	12.7	.
O=C(Nc1ccccc1)c1cnc(-c2ccccc2)nc1-c1ccccc1	7.9	.
NC(=O)NCC1CC1	-7.0	.
CCCN1Cc2cccc(C(=O)Nc3ccc(S(=O)(=O)N4CCCCCC4)cc3)c2C1=O	10.1	.
COc1ccc(-n2ncc3c(N4CCC(C)CC4)ncnc32)cc1	.	-7.3
Cc1c(NC(=O)c2ccc3c(c2)OCO3)cccc1-c1nc2ncccc2o1	-19.1	-0.2
CCOC(=O)c1ccc(NC(=O)c2cc(S(=O)(=O)N3CCOCC3)ccc2O)cc1	-11.6	1.8
CC(C)OP(=O)(OC(C)C)C(NC(=O)c1cccc([N+](=O)[O-])c1)C(N)=O (stereo unspecified)	7.3	.
OCCN(CCO)c1ncnc2c1oc1ccc(Br)cc12	-5.7	.
C=CCn1c(C)cc(C(=O)CSc2nc3ccccc3c(=O)[nH]2)c1C	-3.3	-55.9
COc1ccc(-n2c(SCC(=O)Nc3ccccc3)nnc2-c2ccoc2C)cc1	1.0	.
CCOC(=O)c1cc(C(C)=O)n2ccccc12	2.4	.
CC(Sc1nncn1C)C(=O)Nc1ccccc1-c1ccccc1 (stereo unspecified)	22.1	-1.6
C=C1CC(C)OC(c2ccccc2OCC(O)CN2CCCCC2)C1 (stereo unspecified)	-8.4	-5.2
CCOC(=O)c1c(NC(=O)C(Sc2ccccc2)c2ccccc2)sc(C(N)=O)c1C (stereo unspecified)	-17.0	.
O=C(NCc1ccccc1)C(c1ccc(F)cc1)N(Cc1ccco1)C(=O)c1ccccn1 (stereo unspecified)	-2.3	.
CC(C)NC(=O)COc1ccc(Cl)cc1Cl	-7.1	.
Cc1ccc(OCCSc2cc(C)nc(N)n2)cc1	-7.4	-39.0
COc1ccc(CCNc2nc(-c3cccnc3)cs2)cc1OC	0.3	.
O=C(NCCN1CCCCCC1)C1CCC(CNS(=O)(=O)c2cccc3cccnc23)CC1 (stereo unspecified)	-11.7	-1.6
O=C(NC1CC1)C1=C[C@@H](c2ccc(C(F)(F)F)cc2)C[C@@H](OCCCCO)O1	-4.8	.
O=C(COC(=O)C1CCN(S(=O)(=O)c2cccs2)CC1)c1ccc2c(c1)OCCO2	6.8	-16.8
Clc1cccc(Cl)c1Cn1cc(Br)cn1	6.1	.
CCOC(=O)C(C)S(=O)(=O)c1ccc(C(F)(F)F)cn1 (stereo unspecified)	5.7	.
CC(C)=CCc1c(O)cc2oc3c(CC=C(C)C)c(O)c(O)c(CC=C(C)C)c3c(=O)c2c1O	6.7	.
O=C(c1cnn(-c2nc3ccccc3s2)c1)c1ccccc1O	8.3	-12.0
COc1ccccc1N1CCN(C(=O)CSc2nnc(-c3ccoc3C)o2)CC1	5.2	-7.1
Cc1cc(Br)ccc1OCCCCNC(C)(C)C	-3.7	.
CCCSc1nc(N)c2c3c(sc2n1)CN(C)CC3	.	10.9
Cc1cccc2c(=O)c(C(=O)N3CCCCCC3)c[nH]c12	3.2	-51.3
COc1ccc(OC)c(NC(=O)c2cnc3ccccn3c2=O)c1	.	-17.8
COC(=O)Nc1ccc(S(=O)(=O)N2CCN(C)CC2)cc1	-7.9	0.3
O=C1c2ccccc2OCOc2ccccc21	6.8	-31.0
Cc1cccc(NC(=O)CS(=O)(=O)c2cn(C)c3ccccc23)c1C	9.5	-5.6
O=C(COc1ccc2ccccc2c1)Nc1ccc(S(=O)(=O)N2CCCCCC2)cc1	3.5	.

16 of the compounds above, with two lines to a compound.
The line under a structure holds: RmlC RmlD mix | HIV RNase H inh
> O=C(NCc1ccccc1)C(c1ccc(F)cc1)N(Cc1ccco1)C(=O)c1ccccn1 (stereo unspecified)
    -2.3 | .
> CC(C)NC(=O)COc1ccc(Cl)cc1Cl
    -7.1 | .
> Cc1ccc(OCCSc2cc(C)nc(N)n2)cc1
    -7.4 | -39.0
> COc1ccc(CCNc2nc(-c3cccnc3)cs2)cc1OC
    0.3 | .
> O=C(NCCN1CCCCCC1)C1CCC(CNS(=O)(=O)c2cccc3cccnc23)CC1 (stereo unspecified)
    -11.7 | -1.6
> O=C(NC1CC1)C1=C[C@@H](c2ccc(C(F)(F)F)cc2)C[C@@H](OCCCCO)O1
    -4.8 | .
> O=C(COC(=O)C1CCN(S(=O)(=O)c2cccs2)CC1)c1ccc2c(c1)OCCO2
    6.8 | -16.8
> Clc1cccc(Cl)c1Cn1cc(Br)cn1
    6.1 | .
> CCOC(=O)C(C)S(=O)(=O)c1ccc(C(F)(F)F)cn1 (stereo unspecified)
    5.7 | .
> CC(C)=CCc1c(O)cc2oc3c(CC=C(C)C)c(O)c(O)c(CC=C(C)C)c3c(=O)c2c1O
    6.7 | .
> O=C(c1cnn(-c2nc3ccccc3s2)c1)c1ccccc1O
    8.3 | -12.0
> COc1ccccc1N1CCN(C(=O)CSc2nnc(-c3ccoc3C)o2)CC1
    5.2 | -7.1
> Cc1cc(Br)ccc1OCCCCNC(C)(C)C
    -3.7 | .
> CCCSc1nc(N)c2c3c(sc2n1)CN(C)CC3
    . | 10.9
> Cc1cccc2c(=O)c(C(=O)N3CCCCCC3)c[nH]c12
    3.2 | -51.3
> COc1ccc(OC)c(NC(=O)c2cnc3ccccn3c2=O)c1
    . | -17.8

New compounds follow:
SMILES	RmlC RmlD mix	HIV RNase H inh
COc1cc2c(cc1NC(=O)c1ccco1)CCCC2	-9.8	-9.5
COc1ccccc1-n1c(=O)[nH]c2c(C(N)=O)nc(CC(C)C)nc21	0.0	-3.7
Cc1[nH]c2ccccc2c1/C=N/n1cnnc1	9.5	-25.7
O=C(NC1CCS(=O)(=O)C1)c1ccccc1C(=O)c1ccccc1 (stereo unspecified)	3.1	-4.1
COC(=O)CN(CCc1ccccc1)S(=O)(=O)c1ccc(OC)c(OC)c1	-7.1	.
O=C(O[C@H]1[C@H](Oc2ccccc2COC(=O)C2(O)C=CCCC2=O)O[C@H](CO)[C@@H](O)[C@@H]1O)c1ccccc1 (stereo partly specified)	-13.7	.
Cc1sc2nc(N)sc2c1C	-3.8	-12.2
O=S(=O)(c1ccc(C2=CSC3=NCCN23)cc1)N1CCOCC1	.	3.4
O=C(NCc1ccc2c(c1)OCO2)C1CCN(S(=O)(=O)c2cccc3nsnc23)CC1	.	-10.5
O=C1OCC(CO)(CO)N=C1NNc1ccccc1Cl	13.2	.
COC(=O)c1ccc(NC(=S)Nc2ccc3ccccc3c2)cc1	-6.0	.
COc1cc(CNCc2ccco2)ccc1OCc1ccccc1	-6.1	.
COc1cccc(N2CCN(CC(=O)C34CC5CC(CC(C5)C3)C4)CC2)c1	-13.4	.
CC(C)N(C(=O)CSc1nc2ccccc2n1Cc1ccccc1F)C(C)C	4.4	.
CC(OC(=O)c1nsc(Cl)c1Cl)C(=O)NCc1ccc2c(c1)OCO2 (stereo unspecified)	25.5	.
Cc1ccc(C(=O)N2CCc3ccccc32)cc1	-0.4	.
